# High-throughput results: PubChem, several laboratories
# EBV LMP1 NFkB: EBV LMP1-driven NF-kappaB luciferase reporter inhibitors, primary screen, cell-based, luminescence, single point | LMP1-induced NF-kappaB luciferase reporter cells | inhibition, % at 12.5 µM | hit rate 0.69% among 350,000 | AID 504558, 2011; in the data active = inhibition above about 41%;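 also: 0% = neutral control wells and 100% = reference inhibitor control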
# NR2E3 ag-1: NR2E3 agonists in two-hybrid cells, primary screen, cell-based, luminescence, CHO-S, Gal4-NCOR/VP16-NR2E3 | inhibition of corepressor binding, % at 3.98 µM | luciferase | hit rate 0.35% among 360,000 | AID 602229, 2012 | Photoreceptor-specific nuclear receptor (Homo sapiens), Q9Y5X4;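 active = inhibition above the mean of all tested compounds plus 3 SD, cut at about 70% in these data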;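 also: 0% = DMSO with NR2E3 transfected cells and 100% = cells lacking NR2E3 construct; higher means lower luciferase signal from less NR2E3 corepressor binding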
# Target sequence (Q9Y5X4 whole entry, looked up, the tested form may be a part): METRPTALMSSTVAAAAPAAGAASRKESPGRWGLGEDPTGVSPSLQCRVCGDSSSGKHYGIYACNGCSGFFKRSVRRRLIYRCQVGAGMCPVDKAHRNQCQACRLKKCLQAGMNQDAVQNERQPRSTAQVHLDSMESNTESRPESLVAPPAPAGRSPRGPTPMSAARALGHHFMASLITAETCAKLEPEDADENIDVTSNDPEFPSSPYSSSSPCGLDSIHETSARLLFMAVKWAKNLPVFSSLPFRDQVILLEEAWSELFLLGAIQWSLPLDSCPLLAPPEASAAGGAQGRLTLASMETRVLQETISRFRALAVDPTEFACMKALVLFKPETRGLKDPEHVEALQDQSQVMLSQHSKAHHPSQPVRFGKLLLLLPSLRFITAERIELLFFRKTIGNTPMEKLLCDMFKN
# HIF-2a inh: HIF-2a reporter inhibitors, primary screen, luminescence, 786-0 RCC cells; 786-0 RCC cells HIF-2a reporter, luciferase luminescence, overnight; inhibition, % at 18.8 µM; hit rate 0.72% among 360,000;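 active = inhibition of the luminescence signal of 40% or more relative to plate controls, in a single-dose primary screen at 18.75 µM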
# Shn3 inh set2: reduction of Shn3 3'UTR firefly luciferase signal, primary screen, Schnurri-3 inhibitor project, cell-based, Clone20 osteoblasts, set 2; Clone20 osteoblast Shn3 3'UTR firefly luciferase, 24 h; inhibition, % at 12.5 µM; hit rate 0.52% among 360,000;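 active = mean inhibition of at least 75% with every replicate also reaching 75%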;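 also: 0% = median of neutral control wells and 100% = pilot-screen positive control compound; some compounds past the cut are filed as inactive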
# NR2E3 ag-2: inhibitors of NR2E3-RetCOR corepressor binding, primary screen, NR2E3 agonist project, biochemical, TR-FRET, GST-NR2E3, biotin-RetCOR. 1536-well. inhibition of corepressor binding, % at 4.78 µM. hit rate 0.12% among 320,000. AID 2300, 2010;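 active = percent inhibition above the cutoff of mean plus 3 SD of all tested compounds, set per screening campaign, cut at about 20% in these data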;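 also: 0% = DMSO wells and 100% = biotin wells as full block of FRET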
#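 Material: NR2E3–RetCOR corepressor complex / Incubation: Compound–protein incubation for 5 h at 4 °C / Dosing: compound at 4.8 µM, single dose / Detection: time-resolved FRET / Benchmarks: high control biotin, low control 0.6% DMSO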
# TRAIL sens C8: viability loss with TRAIL in NB7+C8 cells, primary screen, TRAIL sensitizer project, cell-based, ATPlite luminescence | AID 624354, 2012 | inhibition (viability loss, TRAIL sensitization), % at 10 µM | hit rate 1% among 360,000;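 active = compounds causing at least 50% loss of cell viability in the single-dose screen, relative to plate controls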
# KKLEB cytotox: cytotoxicity in KKLEB CF airway cells, primary screen, cytotoxicity control for CF NF-kB inhibitor project, cell-based, uHTS, fluorescence assay plates | KKLEB CF airway cells viability, ATPlite luminescence, overnight; active compounds read low; cells stimulated with P. aeruginosa culture filtrate | activity change (cytotoxicity), % at 5 µM | hit rate 0.36% among 360,000 | AID 602141, 2011;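 active = corrected activity change at or below -50% at 5 µM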
# iPSC survival up: enhancers of single-cell hiPSC survival, primary screen, ATPlite luminescence | survival enhancement, % at 20 µM | hit rate 0.044% among 360,000 | 100% = ROCK inhibitor wells, 0% = DMSO; in the data active = survival enhancement above about 18%;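 also: cells exposed to compounds for 16 hours before the ATP read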
# CF NFkB block: inhibitors of PAF-induced NF-kB signaling, primary screen, cell-based, GFP fluorescence, uHTS. KKLEB NF-kB-GFP reporter, GFP fluorescence overnight. inhibition, % at 5 µM. hit rate 0.86% among 360,000;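 active = at least 50% inhibition at 5 µM, scaled per plate between neutral and stimulator controls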;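 also: PAF is a Pseudomonas aeruginosa culture filtrate used as stimulus; plate controls were PAF-stimulated DMSO wells for no effect and unstimulated DMSO wells for full effect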
# Peg3 prom inh: Peg3 promoter-driven luciferase inhibitors, primary screen, cell-based, HeLa, luciferase luminescence; inhibition, % at 20 µM; HeLa PEG-Prom luciferase reporter, overnight; AID 588405, 2011; hit rate 1.7% among 360,000;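 active = inhibition of at least 50% at 20 µM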
# MITF TRPM1 inh: inhibitors of MITF-dependent TRPM1 promoter reporter, primary screen, cell-based, SK-MEL-5, single point, luciferase | hit rate 0.83% among 330,000 | inhibition, % at 12.5 µM | SK-MEL-5 TRPM1 promoter luciferase, 24 h | AID 488899, 2010;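 active = mean inhibition across replicates of 60% or more, whatever share of single replicates reaches that level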; also: values of inactives mirror those of a sister screen read the other way
# * marks the source's active call; other numbers are inactive results; · = not tested or not shown. Not all compounds are listed. The share of hits here may be higher or lower than overall.
SMILES,EBV LMP1 NFkB,NR2E3 ag-1,HIF-2a inh,Shn3 inh set2,NR2E3 ag-2,TRAIL sens C8,KKLEB cytotox,iPSC survival up,CF NFkB block,Peg3 prom inh,MITF TRPM1 inh
COc1ccc(C(C#N)=C2C=C(Cl)C(=NO)C=C2Cl)cc1,5,0,-126,-7,·,0,4,-2.0,68*,-15,·
Cc1ccc(-n2ncc3c(=O)n(CC(=O)N4CCN(c5ccccc5)CC4)cnc32)cc1C,1,-4,-8,14,1,14,2,0.2,2,-1,9
C/C(=N\N=C1\NC(=O)CC(C(=O)O)S1)c1cccs1 (centres undefined),2,-3,1,-29,1,-7,4,-0.4,6,-3,2
Cn1ncc([N+](=O)[O-])c1C(=O)n1nnc2ccccc21,6,-12,10,10,·,1,3,1.4,6,-26,1
CCOC(=O)C1=CCN(S(=O)(=O)c2ccc(F)cc2)C1c1cccc(Cl)c1 (centres undefined),·,-7,6,7,·,0,7,-1.7,8,36,·
NC(=O)NOCc1ccccc1F,10,-12,14,-42,2,-15,0,0.5,14,10,2
Clc1ccc(OCc2nn[nH]n2)cc1,-1,-20,15,-4,-1,-11,6,-0.6,-14,10,4
O=C(COC(=O)c1ccco1)Nc1ccc2c(c1)OCO2,-5,-24,-13,-20,0,11,-13,1.2,12,-4,-5
COc1ccc(N2C(=O)CCC2(C#N)c2ccc(OC)cc2)cc1 (centres undefined),-7,-11,10,2,2,0,-8,1.0,-11,7,-3
CC(=O)Nc1ccc(Oc2ncccn2)c(Cl)c1,-8,-8,15,-21,2,9,-3,6.6,4,12,-3
Cc1cc(N/N=C/c2ccccc2Br)nc2ccccc12,-27,-34,-234,-96,1,3,-16,-1.2,-9,-225,-43
Cc1ccc(C(=O)CN(Cc2ccccc2)C2=NCCS2)cc1,-27,-13,-4,7,-2,5,9,2.4,-20,-5,-10

# Part of the list above in order of count of non-hydrogen atoms, low to high:
SMILES,EBV LMP1 NFkB,NR2E3 ag-1,HIF-2a inh,Shn3 inh set2,NR2E3 ag-2,TRAIL sens C8,KKLEB cytotox,iPSC survival up,CF NFkB block,Peg3 prom inh,MITF TRPM1 inh
Clc1ccc(OCc2nn[nH]n2)cc1,-1,-20,15,-4,-1,-11,6,-0.6,-14,10,4
CC(=O)Nc1ccc(Oc2ncccn2)c(Cl)c1,-8,-8,15,-21,2,9,-3,6.6,4,12,-3
C/C(=N\N=C1\NC(=O)CC(C(=O)O)S1)c1cccs1 (centres undefined),2,-3,1,-29,1,-7,4,-0.4,6,-3,2
O=C(COC(=O)c1ccco1)Nc1ccc2c(c1)OCO2,-5,-24,-13,-20,0,11,-13,1.2,12,-4,-5
CCOC(=O)C1=CCN(S(=O)(=O)c2ccc(F)cc2)C1c1cccc(Cl)c1 (centres undefined),·,-7,6,7,·,0,7,-1.7,8,36,·
Cc1ccc(-n2ncc3c(=O)n(CC(=O)N4CCN(c5ccccc5)CC4)cnc32)cc1C,1,-4,-8,14,1,14,2,0.2,2,-1,9

# The results go on.
SMILES,EBV LMP1 NFkB,NR2E3 ag-1,HIF-2a inh,Shn3 inh set2,NR2E3 ag-2,TRAIL sens C8,KKLEB cytotox,iPSC survival up,CF NFkB block,Peg3 prom inh,MITF TRPM1 inh
O=C(Nc1ccc2ccccc2c1[N+](=O)[O-])c1ccccc1,-41,-164,-221,-87,·,-2,-12,2.5,-29,-223,-37
CCC1CCCCN1C(=O)Cn1c(=O)oc2ccccc21 (centres undefined),-5,-12,14,9,-1,2,5,0.6,-3,-7,0
COc1ccc(/C=N/NC(=S)NC2CCS(=O)(=O)C2)cc1OC (centres undefined),5,-13,-7,4,-2,2,-5,0.7,10,5,8
CCOC(=O)N1CCC(NC(=O)Cn2ncc3c4ccccc4n(C)c3c2=O)CC1,6,16,7,-10,·,-7,2,5.8,6,10,11
O=C1CCCN2N=C(SCC(=O)Nc3ccc(F)cc3F)SC2=N1,6,-24,3,1,1,9,16,-0.3,-2,-2,-8
CN(Cc1cccc(F)c1)C(=O)CSc1nnnn1C1CC1,-9,-19,9,-13,·,-13,2,-0.5,-12,-17,2
O=C(CN1C(=O)NC2(CCCCC2)C1=O)N1CCN(S(=O)(=O)c2ccccc2)CC1,0,-5,17,3,1,-8,13,-0.2,-12,-3,9
CCC1(C)Cc2c(sc3nnn(CC(=O)Nc4ccc(C)cc4)c(=O)c23)CO1 (centres undefined),8,11,12,14,1,9,7,-2.4,-6,42,3
OC[C@@H]1CN(Cc2cccs2)C[C@H](n2cnc3c(N4CCCC4)ncnc32)O1,·,-10,15,-2,·,-4,-13,-1.9,-8,9,·
COc1cccc(CNC(=O)c2ccc(NS(=O)(=O)c3ccc4[nH]c(=O)[nH]c4c3)cc2)c1,1,-8,7,-6,2,-14,5,0.2,9,-7,·
Cc1cccc(NS(=O)(=O)c2nnc(NC(=O)c3cccc(C)c3)s2)c1,-1,-6,10,-1,2,-1,-13,-0.8,-6,18,-2
COc1ccc(C(c2nnnn2Cc2ccccc2)N2CCN(C(=O)c3ccco3)CC2)cc1 (centres undefined),2,-20,17,-19,0,-4,8,-0.2,-2,11,1
CC(=O)OC1COC(OC(C)=O)CO1 (centres undefined),-2,-8,-2,-24,·,-2,8,2.1,-14,11,11
COc1cc(/C=C(\NC(C)=O)C(=O)NC(C)(C)CC(C)(C)C)ccc1OC(C)=O,-3,18,14,15,2,-1,5,-0.8,8,5,-1
C[C@@H]1CN([C@H](C)CO)C(=O)c2cc(Br)cnc2O[C@H]1CN(C)C(=O)c1ccccc1,-7,31,6,-14,·,-2,8,1.0,-27,1,·
CCOC(=O)C1=C(c2ccccc2)NC(=O)NC1c1ccc(O)c(OCC)c1 (centres undefined),8,-30,2,-17,-2,-5,6,0.2,16,13,-1
c1ccc(OCc2nn3c(Cn4cnc5ccccc54)nnc3s2)cc1,5,-11,-10,-1,1,-19,1,-0.4,-11,3,13
O=C(CSc1ccc2nnc(CCNC(=O)c3ccccc3)n2n1)NC1CCCC1,-12,2,8,-24,2,12,-8,-0.6,13,-6,0
CCOC(=O)C1=C(COC(=O)COc2ccccc2C#N)NC(=O)NC1C (centres undefined),7,1,-5,-6,1,1,-4,-0.4,1,-3,12
COc1cccc(-c2nc3ccccc3s2)c1,-33,-138,-189,-24,2,39,-9,-1.0,-4,-195,-11
O=C(NCCc1c[nH]c2ccccc12)/C(=C/c1cccnc1)NC(=O)c1cccs1,-5,-11,12,-12,-2,-2,-1,0.4,1,17,-9
COc1ccc2cc1Oc1ccc(cc1)C[C@H]1c3cc(c(OC)cc3CCN1C)Oc1c(OC)c(OC)cc3c1[C@@H](C2)N(C)CC3,5,-19,7,-5,0,-4,19,-4.9,6,52*,-12
COc1ccccc1CCC(=O)Nc1cc(S(=O)(=O)N2CCOCC2)ccc1N1CCCC1,5,9,-12,-3,1,-21,-8,-0.4,10,5,-2
Cc1cc(=O)oc2cc(NC(=O)c3cccc(F)c3)ccc12,-22,-45,-82,-43,-2,-1,-11,0.6,-9,-160,-55
CCOC(=O)c1c(C)[nH]c(C)c1C(=O)CSc1nnc(-c2ccco2)n1Cc1ccccc1,-7,4,29,1,2,3,5,3.0,7,13,1
CCCCOC(=O)c1ccc(NC(=S)N2CCN(c3ncc4c(=O)c(C(=O)O)cn(CC)c4n3)CC2)cc1,-3,-7,14,-7,0,34,18,0.8,36,-6,43
Cc1nnc(SCC(=O)Nc2ccccc2)c2ccccc12,-16,0,-157,-37,4,2,8,0.5,4,-125,-32
COc1ccc(CNC(=O)C2CCCN2S(=O)(=O)c2ccc(S(=O)(=O)N(C)C)cc2)cc1 (centres undefined),1,-25,17,22,3,0,-6,-0.3,-15,12,2
Nc1n[nH]c2c1C1(CCCCC1)Cc1ccccc1-2,1,-22,17,-7,-4,12,-6,-2.0,-1,15,3
O=C(NCCCl)Nc1cccnc1Cl,-21,3,10,-12,6,0,4,-2.0,-3,11,-5
O=C(NCc1ccccc1)C1=C[C@@H](c2ccccc2)C[C@@H](OCCCCO)O1,-8,-20,2,-17,-1,-10,9,-2.5,-3,-11,-19
COc1ccc(CCN(C)C(=O)C2CCN(Cc3ccccc3)CC2)cc1OC,-1,-10,7,8,-3,-6,3,-0.8,23,7,3
Cc1cccc(NCN2C(=O)c3ccncc3C2=O)n1,-21,-22,14,-37,0,-5,5,1.0,-23,3,1
CS(=O)(=O)N1CCC(C(=O)Nc2ccc(F)cc2F)CC1,9,-19,3,-1,-1,-3,4,-2.3,-7,-3,1
C=CCOc1ccc(C(=O)Nc2ccccc2C(=O)N2CCCC2)cc1,-1,-3,0,-22,·,-5,-6,-0.3,24,13,-3
O=C(c1cc2ccccc2oc1=O)N1CCOCC1,-20,-36,-204,-71,4,-15,5,-0.4,-10,-260,-57
COCC(C)n1c(=O)sc2ccccc2c1=O (centres undefined),-9,13,9,6,-3,-5,5,-0.5,-22,-5,6
COC(=O)c1ccc(CN2CCC(n3nccc3NC(=O)C3CCCC3)CC2)cc1,10,-1,12,5,3,-1,-6,-0.4,9,-4,4
